# Screens (PubChem)
# Pin1 inh = blocks the human prolyl isomerase Pin1. Pin1 FP peptide displacement, HiFluor488, 10 min. Potency, µM (doses to about 115 µM), for the others: at the highest dose activity, negative = inhibition, most hits filed as inhibitors. 0.009% of 390,000 active; active = well fitted inhibition curve with a large enough effect in the polarisation, with a control signal flat, not every such curve was filed as active; inconclusive = small, poorly fitted or top-dose-only effect, or effect the other way, or a change in a side signal; inactive = no such curve, though single readings can be large or run the other way; the % refers to the polarisation; note: potency is the fitted concentration of half-maximal effect; % is set by controls: 0 for no effect and ±100 for the full control effect
# Target sequence (Q13526 whole entry, looked up): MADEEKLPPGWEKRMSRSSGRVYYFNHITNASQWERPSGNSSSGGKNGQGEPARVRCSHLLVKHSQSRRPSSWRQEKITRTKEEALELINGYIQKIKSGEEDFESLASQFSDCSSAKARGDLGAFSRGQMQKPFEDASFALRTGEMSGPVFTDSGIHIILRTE
# D2 agonist = D2 dopamine receptor (human) agonism; P14416; HEK293 T-REx D2 cells, calcium flux agonist mode; activation, % at 2 µM; 0.53% of 340,000 active; AID 485358;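 active = activation over 3 SD above normal in the single-dose calcium agonist read, cut at about 30% in these data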; note: 0% is about no effect
#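 Agonism scored from kinetic calcium signal (1 read/sec, 180 s) following compound pin transfer, after a 10 s baseline. Cells: HEK293 Trex line expressing inducible D2 receptor coupled to calcium, dye-loaded after overnight culture at 30 C.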
# TRHR ag = TRH receptor (human) agonism. P34981. TRHR cells, calcium flux fluo-8, FDSS agonist mode. activation, % at 2 µM. 0.18% of 360,000 active; in the data active = activation above about 30%; note: 0% is about no effect
#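 TRHR-expressing cells loaded with fluo-8 calcium dye; 23 nL library compound pin-transferred, kinetic FDSS fluorescence (Ex 480/Em 530) recorded about 180 s for agonist-induced calcium release, before a 10 nM TRH EC20 addition for potentiator mode.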
# USP1 inh = USP1/UAF1 (human) deubiquitinase inhibition | O94782 | recombinant USP1/UAF1, Ub-Rhodamine cleavage fluorescence | Potency, µM (highest dose often 57.1 µM), for inactives: at the top dose activity change, negative = inhibition, usual class: inhibitors | 0.23% of 390,000 active | AID 743255; note: potency is the fitted concentration of half-maximal effect; % is set by controls: 0 for no effect and ±100 for the full control effect; nearly all actives have a fitted effect of over 60% in size; inactives centre near -12
# Target sequence (O94782 whole entry, looked up): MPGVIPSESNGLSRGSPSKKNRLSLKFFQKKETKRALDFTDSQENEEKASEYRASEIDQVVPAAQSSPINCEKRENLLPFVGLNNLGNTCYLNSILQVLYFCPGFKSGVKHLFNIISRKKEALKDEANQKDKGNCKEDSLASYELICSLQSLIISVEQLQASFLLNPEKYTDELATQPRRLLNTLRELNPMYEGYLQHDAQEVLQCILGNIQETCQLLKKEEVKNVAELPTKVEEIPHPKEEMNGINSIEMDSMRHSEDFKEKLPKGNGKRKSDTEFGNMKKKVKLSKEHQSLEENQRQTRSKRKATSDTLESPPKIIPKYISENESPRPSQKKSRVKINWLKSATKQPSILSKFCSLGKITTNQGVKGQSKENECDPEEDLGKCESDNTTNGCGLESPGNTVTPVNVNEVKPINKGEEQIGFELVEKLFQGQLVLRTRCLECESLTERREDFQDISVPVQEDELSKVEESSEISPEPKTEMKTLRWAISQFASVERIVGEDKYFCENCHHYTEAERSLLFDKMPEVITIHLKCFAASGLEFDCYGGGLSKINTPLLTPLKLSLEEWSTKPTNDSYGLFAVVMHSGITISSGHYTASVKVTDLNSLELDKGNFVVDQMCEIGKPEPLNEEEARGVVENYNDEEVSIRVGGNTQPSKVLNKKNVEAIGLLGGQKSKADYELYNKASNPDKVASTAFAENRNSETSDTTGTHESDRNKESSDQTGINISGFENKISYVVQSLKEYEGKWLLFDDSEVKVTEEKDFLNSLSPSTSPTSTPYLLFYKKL
#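 1 nM enzyme complex + cpd, 15 min RT; start with Ub-Rho 150nM final; kinetic fluorescence ex 480/em 540, 6 reads q60 s. Buffer 50mM HEPES pH 7.8, 0.5mM EDTA, 0.1 mg/ml BSA, 1mM TCEP, 0.01% Tween-20.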
# D2 antagonist = D2 dopamine receptor (human) antagonism | HEK293 TREx D2 cells, calcium flux, dopamine EC80 | inhibition, % at 10 µM | 2% of 340,000 active | P14416; in the data active = inhibition above about 30%; note: 0% is about no effect
#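 HEK293 T-REx D2 cells, tet-induced, calcium dye no-wash. Cpd pintool add, 180 s kinetic, then EC80 DA, 180 s kinetic. Ca flux read.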
# TrxR1 substrate = rat thioredoxin reductase 1 substrate activity | O89049 | 0.01% of 390,000 active | Potency, µM (titrated, usually from 114 µM), without a hit: at the top dose activity change, negative = substrate turnover | purified TrxR1 substrate turnover, NADPH consumption readout; note: potency is the fitted concentration of half-maximal effect; % is set by controls: 0 for no effect and ±100 for the full control effect; nearly all actives have a fitted effect of over 50% in size
#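 Rat TrxR1, dispensed at 90 nM, was prereduced with 400 uM NADPH (final) for 5 min at ~22 deg C, then incubated with compound 15 min before 400 uM selenite. A first-read NADPH fluorescence drop versus no-compound background flagged substrates.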
# IDH1 R132H inh = blocks human mutant IDH1 R132H enzyme | IDH1-R132H enzyme, NADPH consumption, diaphorase/resazurin fluorescence | Potency, µM (series often up to 76.6 µM), without a hit: at the highest dose activity change, negative = inhibition, actives largely listed as inhibitors | O75874 | 0.093% of 390,000 active; note: potency is the fitted concentration of half-maximal effect; % is set by controls: 0 for no effect and ±100 for the full control effect; nearly all actives have a fitted effect of over 65% in size
#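 IDH1-R132H (0.5 ug/mL dispensed) in pH 7.5 Tris buffer was preincubated 30 min with compound, then given a substrate mix of 0.016 mM NADPH and 2 mM alpha-KG for 80 min at room temperature; remaining NADPH was read by diaphorase/resazurin fluorescence.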
# TrxR1 inh = inhibitors of rat thioredoxin reductase 1. AID 588453. Potency, µM (doses to about 114 µM), for the others: at the highest dose activity change, negative = inhibition, actives largely listed as inhibitors. 1% of 390,000 active. O89049. recombinant rTrxR1, NADPH fluorescence consumption, selenite substrate; note: potency is the fitted concentration of half-maximal effect; % is set by controls: 0 for no effect and ±100 for the full control effect; nearly all actives have a fitted effect of over 65% in size
#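 Rat TrxR1 (90 nM in the dispensed reagent) was pre-reduced with 400 uM NADPH for 5 min at room temperature, then incubated with compound for 15 min. After 400 uM selenite was added, NADPH fluorescence (Ex 340/Em 450 nm) was followed for 8 min.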
# TRHR enhancer = TRH receptor (human) allosteric enhancement; TRHR cells, fluo-8 calcium fluorescence, EC20 TRH enhancement; enhancement, % at 2 µM; 0.66% of 360,000 active; P34981; AID 493056; in the data active = enhancement above about 30%; note: 0% is about no effect
#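 TRHR-expressing cells loaded with fluo-8 calcium dye were read kinetically (ex 480/em 530) during compound addition, then stimulated with an EC20 of TRH (10 nM final). Enhancement of the Gq-mediated intracellular calcium response was scored.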
# An asterisk follows results filed as active; ? = inconclusive; · = no result given; & = joins results of further samples; [ ] = another dose, or the depositor's remark. Unless noted, calls come from the whole dose curve; as a rule, active = well fitted inhibition curve with a large enough effect; inconclusive = small, poorly fitted or top-dose-only effect; inactive = no such curve, though single readings can be large or run the other way.
SMILES,Pin1 inh,D2 agonist,TRHR ag,USP1 inh,D2 antagonist,TrxR1 substrate,IDH1 R132H inh,TrxR1 inh,TRHR enhancer
CCOCCCN1C(=O)CN(C2CCCCCC2)C(=O)C1c1ccc(OC(C)C)c(OC)c1 (stereo unspecified),0%,·,-0.8,-10%,·,4%[57.1 µM],13%,20%[57.1 µM],-1
Cc1nc2ccc(NC(=O)c3oc4ccc(F)cc4c3C)cc2s1,23%,-1.4,1.1,-2%,13,13%,-13%,17%,-7
COc1cc(-c2nnc(SCCOc3ccccc3)o2)cc(OC)c1OC,-7%,-0.7,-0.2,-16%,·,0%,-2%,14%,1
NC(=O)C1CCN(C(=O)c2cn(-c3ccccc3)nc2-c2cccnc2)CC1,1%,0.4,0.2,-2%,15,1%,-7%,9%,4
O=C(NCCc1ccccc1)c1ccc(CSc2nc3ccncc3n2Cc2cccc(F)c2)cc1,11%,·,-1.8,-18%,·,-7%,-12%,1%,8
CCC1([N+](=O)[O-])COC(c2ccc(OC)cc2)OC1 (stereo unspecified),5%,·,·,8%,·,-14%,-10%,?,·
O=C(CSc1ccc2nnc(-c3ccncc3)n2n1)Nc1ccc2c(c1)OCO2,3%,0.6,0.0,-12%,12,5%,3%,-4%,1
Cc1cc(=O)n2c(C(=O)Nc3ccc(C)c(Cl)c3)c(C(=O)Nc3ccccc3)sc2n1,18%,-0.4,0.6,-24%,·,0%,-12%,2%,-6
Cc1nc(-n2nc(C)c(CCC(C)C)c2C)sc1C(=O)Nc1cccc(Cl)c1,-4%,·,-1.2,-9%,·,15%,-18%,2%,-2
Cc1ccc(C(=O)/C=C/c2ccccc2)o1,2%,-0.5,-0.6,-19%,7,-8%,6%,?,4
CN(C)CCCNC(=S)NCCNc1nc2cc3c(cc2cc1C#N)OCO3,-16%,0.2,-1.0,-3%,2,33%,-3%,39%[activator],-4
CC(CC(=O)Nc1cccc(F)c1)S(=O)(=O)c1ccc2c(c1)NC(=O)CO2 (stereo unspecified),-1%,-0.9,2.5,-16%,10,6%,-1%,12%,-2
CCOC(=O)C1(CCOc2ccccc2)CCN(Cc2ccc(O)cc2)CC1,-15%,1.7,0.7,-17%,0,2%,0%,23%,3
Cc1ccc(S(=O)(=O)Nc2ccccc2CNc2c(C)n(C)n(-c3ccccc3)c2=O)cc1,3%,-1.0,-0.2,-29%,-14,10%,3%,9%,-14
COc1cc(NC(=O)[C@@H](NC(=O)c2ccco2)C(C)C)c(OC)cc1NC(=O)c1ccccc1,11%,0.0,-1.5,-13%,-23,3%[57.1 µM],-2%,7%[57.1 µM],4
O=P(OC1CCS(=O)(=O)C1)(c1ccccc1)c1ccccc1 (stereo unspecified),-9%,-0.4,0.4,-18%,-2,8%[57.1 µM],4%,19%[57.1 µM],-6
N#CC1(NC(=O)CN2C(=O)NC(Cc3c[nH]c4ccccc34)C2=O)CCCCC1 (stereo unspecified),-5%,·,·,-17%,·,1%,7%,6%,·
NC(=O)c1cccn1Cc1cccc(Cl)c1,0%,0.8,-0.6,-6%,14,6%,14%,19%,-5
COc1cccc2c1C1(O)C2CCCCCCCCCC12OCCCO2 (stereo unspecified),10%,·,·,-8%,·,-16%,3%,-12%,·
CN(C)CCCNCCCNC(=O)c1ccncc1,-5%,-0.1,-0.7,-14%,-11,2%,5%,10%,5
CCN1CCCCC(=N/O)/C(=N/O)CCCC1,-3%,0.7,1.1,-12%,-33,-1%[57.1 µM],6%,2%[57.1 µM],-10
CCOC(=O)c1csc(NC(=O)c2ccc3c(c2)OCCO3)n1,6%,0.8,0.3,-19%,6,-11%,5%,9%[57.1 µM],-17
O=C(OCC(=O)c1cccs1)C1=COCCO1,-1%,2.1,1.7,-10%,-10,4%,4%,14%,7
O=C(Nc1ccc(Cl)c(Cl)c1)N1CCC(c2ccccc2)C1 (stereo unspecified),3%,-0.2,0.1,-7%,·,3%[57.1 µM],0%,20%[57.1 µM],-6
c1coc(C2OCC3(CO2)COC(c2ccco2)OC3)c1 (stereo unspecified),1%,0.4,0.3,7%,5,1%[57.1 µM],1%,-3%[57.1 µM],5
Brc1ccccc1C1CC(c2ccccc2)=Nc2ccccc2N1 (stereo unspecified),?,1.2,4.7,?,-2,8%[57.1 µM],-4%,-3%[57.1 µM],16
CCN(CC(=O)NCc1ccncc1)S(=O)(=O)c1cc(Cl)ccc1Cl,?,-0.2,-0.9,-20%,-5,-4%[57.1 µM],-4%,1%[57.1 µM],1
Cn1c(SCC(=O)c2c(N)n(C)c(=O)n(C)c2=O)nnc1-c1ccccc1F,4%,·,1.0,1%,·,0%,0%,18%[57.1 µM],2
C=CCOCCN1C(=O)C2C(c3ccccc3)C=CC(c3ccccc3)C2C1=O (stereo unspecified),-17%,0.6,0.5,-13%,-8,-3%,2%,-21%,-5
O=C(NNc1ccc(Cl)nn1)c1ccc(Cl)cc1,1%,1.8,-0.2,-16%,-12,3%,10%,12%,-3
CCn1c(C)c(C)c2cc(C(=O)N3CCCC3)ccc21,28%,0.7,0.7,-6%,-2,3%,-9%,21%,1
CC(C)CCn1c(-c2nonc2N)nc2ccccc21,4%,1.1,0.5,-8%,7,-5%,3%,-5%,4
O=C(Nc1nc(=S)ss1)c1ccc(Cl)cc1Cl,0%,-0.3,-1.1,-8%,2,15%[57.1 µM],8%,20%[57.1 µM],2
COc1ccccc1NC(=O)Cn1nnc(C(=O)NCc2cccs2)c1N,1%&13%,-0.5&-0.1,-0.3&-0.2,-21%&-16%,1,3%&-3%,5%&-8%,9%&10%,9&0
CCCC(=O)OC1=C(C(C)=O)N(Cc2ccccc2)S(=O)(=O)c2ccccc21,5%,0.9,-0.3,-16%,·,-15%,-5%,-32%,5
CCOC(=O)CCCNc1ccc([N+](=O)[O-])cc1[N+](=O)[O-],-1%,0.2,-0.7,6%,6,-6%,-2%,-2%,-6
Cn1c(N)c(C(=O)COC(=O)CN2C(=O)c3ccccc3C2=O)c(=O)n(C)c1=O,-1%,0.8,-0.2,3%,7,-2%,-4%,-8%,-7
O=C(/C=C/c1ccccc1)NCCc1ccc2c(c1)OCCO2,-8%,-1.3,-0.8,-12%,5,8%[57.1 µM],4%,10%[57.1 µM],-12
Cc1nn(CC(=O)NCc2ccccc2Cl)c(=O)c2cccn12,4%,1.1,-0.3,10%,·,8%,-9%,22%,-4
COc1cccc(NC(C)=[N+](C)CCNS(=O)(=O)c2ccc(Cl)cc2)c1,-2%,0.3,-0.4,-12%,-10,-3%,1%,?,3

# Complete entries, quoted from the list.
# Shown for `Cc1nn(CC(=O)NCc2ccccc2Cl)c(=O)c2cccn12` → Pin1 inh = 4%; D2 agonist = 1.1; TRHR ag = -0.3; USP1 inh = 10%; D2 antagonist = ·; TrxR1 substrate = 8%; IDH1 R132H inh = -9%; TrxR1 inh = 22%; TRHR enhancer = -4
# Shown for `O=C(CSc1ccc2nnc(-c3ccncc3)n2n1)Nc1ccc2c(c1)OCO2` → Pin1 inh = 3%; D2 agonist = 0.6; TRHR ag = 0.0; USP1 inh = -12%; D2 antagonist = 12; TrxR1 substrate = 5%; IDH1 R132H inh = 3%; TrxR1 inh = -4%; TRHR enhancer = 1
# Shown for `CCn1c(C)c(C)c2cc(C(=O)N3CCCC3)ccc21` → Pin1 inh = 28%; D2 agonist = 0.7; TRHR ag = 0.7; USP1 inh = -6%; D2 antagonist = -2; TrxR1 substrate = 3%; IDH1 R132H inh = -9%; TrxR1 inh = 21%; TRHR enhancer = 1

# Further compounds.
SMILES,Pin1 inh,D2 agonist,TRHR ag,USP1 inh,D2 antagonist,TrxR1 substrate,IDH1 R132H inh,TrxR1 inh,TRHR enhancer
O=C(CCCC(=O)N(CC(=O)NC1CCCCC1)c1ccc(F)cc1)Nc1ccccn1,3%,-2.3,-2.3,-2%,-5,-13%,-8%,?,2
COc1ccc(C2CC(=O)NC3=C2C(=O)CCC3)cc1Cl (stereo unspecified),6%,0.4,1.0,2%,-16,-6%,6%,10%,-5
COc1ccc(NC(=O)COC(=O)c2cccc(S(=O)(=O)N3CCCCC3)c2)c(OC)c1,-2%,-0.9,0.1,1%,-4,0%,-1%,5%,-1
CCOc1ccc(C2NC(=O)c3sc(=S)n(-c4ccccc4)c3N2)cc1 (stereo unspecified),-9%,-0.5,0.6,-11%,5,1%[57.1 µM],-1%,-2%[57.1 µM],1
COc1ccc(C(=O)O)cc1S(=O)(=O)NC(C)C12CC3CC(CC(C3)C1)C2 (stereo unspecified),1%,0.7,-0.1,-1%,14,3%,-5%,14%,-7
CN(Cc1ccccc1)CC(O)COc1ccc(CNCc2cccnc2)cc1 (stereo unspecified),-8%,2.1,1.7,-6%,-31,-5%,0%,-1%,8
CCOc1ccccc1NC(=O)CN1c2cccc3cccc(c23)S1(=O)=O,21%,-0.2,0.6,?,-26,26%,-3%,49%[activator],-1
CCOC(=O)C1=C(N)OC(C)=C(C#N)C1c1ccco1 (stereo unspecified),-13%,-1.9,-0.4,-5%,0,1%,3%,-21%,-5
NC(=O)CC(NC(=O)c1cccc(Br)c1)c1ccc(N2CCC(N3CCCC3)CC2)c([N+](=O)[O-])c1 (stereo unspecified),-2%,0.9,0.5,-30%,-12,0%,2%,7%,3
Cc1nn(-c2ccccc2)c2nc(C(Cl)(Cl)Cl)[nH]c(=O)c12,-10%,-1.1,0.0,-24%,-26,8%,4%,?,-4
COc1cccc(N2CC(C(=O)Nc3nnc(SCc4ccccn4)s3)CC2=O)c1 (stereo unspecified),4%,1.1,0.6,-6%,-18,-10%,4%,-29%,2
Cc1[nH]nc(SCC(=O)N2CCCCC2)c1[N+](=O)[O-],-5%,-0.8,-0.4,-16%,7,13%[57.1 µM],-4%,14%[57.1 µM],1

# Only part of the results is shown; rates above refer to the full screens.
